Source: PubChem BioAssay
FBA Mtb inh – Mtb FBA enzyme inhibitors, primary screen, biochemical, fluorescence, strain H37Rv; purified M. tuberculosis FBA, fluorescence read-out; inhibition, % at 1 µM; hit rate 2.3% among 360,000; AID 588726, 2011; in the data active = inhibition above about 27%;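 also: 0% = vehicle and 100% = reference inhibitor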
Target sequence (P9WQA3 whole entry, looked up): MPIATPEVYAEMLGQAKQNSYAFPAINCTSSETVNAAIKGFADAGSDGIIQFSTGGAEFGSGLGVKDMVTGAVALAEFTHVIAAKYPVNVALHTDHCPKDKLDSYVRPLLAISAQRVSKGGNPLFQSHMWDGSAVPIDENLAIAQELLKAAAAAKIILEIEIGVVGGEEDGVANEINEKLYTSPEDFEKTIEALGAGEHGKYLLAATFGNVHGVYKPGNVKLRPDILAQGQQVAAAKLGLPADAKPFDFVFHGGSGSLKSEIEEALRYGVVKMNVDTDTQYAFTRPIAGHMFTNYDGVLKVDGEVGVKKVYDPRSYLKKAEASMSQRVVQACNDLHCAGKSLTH
BoNT A protease – BoNT/A light chain protease inhibitors, primary screen, biochemical, flow cytometry, MLPCN library | multiplex microsphere protease substrate cleavage | inhibition, % at 10 µM | hit rate 0.17% among 360,000 | AID 588499, 2011; in the data active = inhibition above about 30%; inconclusive = no clear call, values can overlap the other calls; also: plate controls were buffer without enzyme for full effect and enzyme alone for no effect
BoNT-F LC inh – BoNT/F light chain protease inhibitors, primary screen, biochemical, flow cytometry, MLPCN library | Multiplex microsphere protease cleavage assay | Botulinum neurotoxin type F light chain protease (Clostridium botulinum) | hit rate 0.22% among 360,000 | AID 588497, 2011 | inhibition, % at 10 µM; in the data active = inhibition above about 35%, passing the limit was not always enough; inconclusive = no clear call, values can overlap the other calls; also: plate controls were buffer without enzyme for full effect and enzyme alone for no effect
GDH-TPI inh – GDH-TPI coupling enzyme inhibitors, primary screen, artefact control for M. tuberculosis FBA inhibitor project, biochemical, absorbance, full deck. GDH-TPI coupled enzyme counterscreen, NADH absorbance. inhibition, % at 4.8 µM. hit rate 1.2% among 360,000;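 also: 0% = DMSO wells and 100% = wells lacking the enzyme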
Mtb BioA inh – M. tuberculosis BioA enzyme inhibitors, primary screen, biochemical, plate reader, single point, HTS | inhibition, % at 9.99 µM | 7,8-diaminopelargonic acid synthase BioA (Mycobacterium tuberculosis) | purified M. tuberculosis BioA enzyme | hit rate 0.096% among 360,000 | AID 602481, 2012; in the data active = inhibition above about 40%; inconclusive = no clear call, values can overlap the other calls
FadD28 binding – inhibitors of FadD28 bisubstrate probe binding, primary screen, biochemical, fluorescence polarization, single point. Mycobacterium tuberculosis FadD28 fatty-acid-AMP ligase. inhibition, % at 12.5 µM. hit rate 0.22% among 360,000. AID 588549, 2011; in the data active = inhibition above about 8.5%, passing the limit was not always enough; inconclusive = no clear call, values can overlap the other calls
Mtb UGM inh – M. tuberculosis UGM enzyme inhibitors, primary screen, biochemical, fluorescence polarization, single point; UDP-galactopyranose mutase (Mycobacterium tuberculosis (strain ATCC 25618 / H37Rv)), …; purified UGM, fluorescence polarization probe displacement; inhibition, % at 10 µM; hit rate 0.06% among 320,000; in the data active = inhibition above about 10%, passing the limit was not always enough; inconclusive = no clear call, values can overlap the other calls
Target sequence (P9WIQ1 whole entry, looked up): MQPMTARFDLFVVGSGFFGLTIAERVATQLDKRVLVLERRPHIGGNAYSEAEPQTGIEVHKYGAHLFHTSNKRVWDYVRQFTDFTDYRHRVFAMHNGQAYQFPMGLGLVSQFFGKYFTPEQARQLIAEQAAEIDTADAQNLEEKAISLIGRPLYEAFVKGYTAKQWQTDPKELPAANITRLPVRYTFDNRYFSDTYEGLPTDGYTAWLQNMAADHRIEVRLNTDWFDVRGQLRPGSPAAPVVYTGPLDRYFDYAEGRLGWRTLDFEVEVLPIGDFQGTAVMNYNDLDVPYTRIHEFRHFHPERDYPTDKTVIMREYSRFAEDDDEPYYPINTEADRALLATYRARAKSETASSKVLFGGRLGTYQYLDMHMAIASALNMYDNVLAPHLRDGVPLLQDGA
CCHFV vOTU inh – CCHFV vOTU protease inhibitors, primary screen, biochemical, Pep-AMC substrate, fluorescence; inhibition, % at 11.5 µM; hit rate 0.55% among 370,000; AID 651958, 2012; also: 0% = vehicle wells with enzyme and 100% = no enzyme wells
PrPC surface inh – inhibitors of human cell surface prion protein PrPC, primary screen, cell-based, TR-FRET; Major prion protein (Homo sapiens), P04156; TR-FRET read-out; inhibition, % at 13.8 µM; hit rate 0.43% among 370,000; in the data active = inhibition above about 24%; also: 0% = median of the test wells and 100% = reference compound wells
The depositor's hits bear a star; ? = inconclusive; nt = not tested or not shown; & = joins results of further samples. Rule as the data show it, unless noted: active = inhibition above about 30%; inactive = the rest.

SMILES	FBA Mtb inh	BoNT A protease	BoNT-F LC inh	GDH-TPI inh	Mtb BioA inh	FadD28 binding	Mtb UGM inh	CCHFV vOTU inh	PrPC surface inh
S=C(NCCc1cccc(Cl)c1)NCc1ccccc1	0	0.0	-7	-5	1.2	-1.1	-1.1	nt	nt
CCCCOc1ccccc1-c1cc(C(=O)O)[nH]n1	2	0.2	-1	-3	-1.8	-4.1	0.0	4	-7
N#Cc1c(-c2ccco2)ccn(Cc2cccc(F)c2)c1=O	24	-0.1	1	25	-1.5	-1.2	-0.3	-20	-9
CNS(=O)(=O)c1cc(C(=O)OCC(=O)NC2CCCc3ccccc32)ccc1Cl (configuration not stated)	-1	0.4	-5	-3	-1.3	-0.5	nt	-6	-1
NCC(O)COc1ccc2c(c1)OCO2 (configuration not stated)	9	-0.1	8	5	-0.8	0.6	1.3	9	-3
Cc1nc(NCc2cccnc2)c2c3c(sc2n1)CC(C)CC3 (configuration not stated)	-5	-0.2	-4	-4	nt	-3.4	-0.1	-2	4
Cc1ccc(S(=O)(=O)N2CCN(C(=O)COc3ccc(NC(=O)c4ccco4)cc3)CC2)cc1	4	0.1	14	1	nt	0.6	3.9	-5	2
COc1ccc(S(=O)(=O)Nc2ccc(N3CCOCC3)cc2)cc1	1	-4.1	4	12	-1.3	-1.6	-3.3	3	7
O=C(C1CC1)N1CCc2cc(S(=O)(=O)NC3CCN(Cc4ccccc4)CC3)ccc21	0	-0.2	-14	8	3.4	-1.9	0.5	1	2
O=C(CN(C(=O)CCC(=O)Nc1ccccn1)c1ccccc1F)NCc1ccc2c(c1)OCO2	-1	0.8	5	-6	-0.9	0.6	3.8	5	-7
c1ccc2c(Nc3nc4c(s3)CCCC4)cccc2c1	5	1.6	-9	2	-0.5	-1.6	-0.1	-15	1
COc1ccccc1/C=[N+](\[O-])C1SC(=S)N(C)C1(C)C (configuration not stated)	3	-0.6	4	10	nt	-1.8	2.7	2	5
Cc1ccc(S(=O)(=O)Nc2ccc(O)c3cccnc23)cc1	-1	-0.8	-4	-5	0.6	-1.9	0.9	26	-21
O=[N+]([O-])c1cccc(/C=C2\CCc3cnn(C4CCS(=O)(=O)C4)c32)c1 (configuration not stated)	-1	-0.2	1	0	-0.1	-0.8	nt	0	-7
Cc1ccc(C2=NS(=O)(=O)N(C)C(C(=O)Nc3cc(C)n(CC(=O)N4CCCCC4)n3)=C2)cc1	-1	0.5	7	26	-0.1	-0.6	-1.9	22	6
C[C@]12CC[C@H](O)C[C@@H]1CC[C@H]1[C@H]3CCC(=O)[C@@]3(C)CC[C@@H]12	3	0.6	4	-2	-1.4	-0.9	nt	-6	0
Cc1ccc2[nH]c3c(c2c1)CC/C(=C/c1ccccc1)C3=O	-1	2.6	12	14	-0.2	-4.1	2.5	10	-4
CCOc1ccc(NC(=O)CN2CCCC2c2cccs2)cc1S(=O)(=O)N1CCCCC1 (configuration not stated)	0	2.8	13	9	-4.1	-1.4	-1.0	5	9
CCCCN1CC(C)(C)[C@H](CC(=O)Nc2ccc(Br)cc2)C1=O	-2	0.2	-7	3	nt	-3.2	nt	18	11
CCOc1cc(/C=C2/C(=N)N3C(=NC2=O)SN=C3S(=O)(=O)CC)ccc1OC(=O)c1ccco1	1	nt	nt	28	-2.4	-4.4	-1.3	10	-3
COc1ccc(OC(=O)N(C)C[C@@H]2OCc3cnnn3CCCC(=O)N([C@H](C)CO)C[C@H]2C)cc1	-2	-0.3	-8	6	-1.9&0.3&-1.2	-0.8	nt	-2	-11
CSc1ccc(/C=N/NC(=O)c2ccc3nc[nH]c3c2)cc1	2	-0.1	-2	48*	0.5	-1.0	nt	-2	1
CCOC(=O)N1CCC(NC(=O)CSCc2nc(-c3sccc3C)oc2C)CC1	40*	0.1	-11	16	1.2	-0.8	2.2	nt	nt
COc1ccc(CC(=O)NC(c2ccccc2)c2ccc(C)cc2)c(OC)c1 (configuration not stated)	-3	1.3	-5	11	-0.6	-3.0	-0.4	12	30*
Cn1c(CCNC(=O)c2ccco2)nc2cc(NC(=O)c3ccccc3Cl)ccc21	-1	0.5	3	-2	-0.9	-0.8	1.4	-4	0

Going on with the list.
SMILES	FBA Mtb inh	BoNT A protease	BoNT-F LC inh	GDH-TPI inh	Mtb BioA inh	FadD28 binding	Mtb UGM inh	CCHFV vOTU inh	PrPC surface inh
CNC(=S)N(Cc1ccc(OC)cc1)C1CC(=O)N(c2ccc(Cl)cc2)C1=O (configuration not stated)	0	-0.7	-7	4	0.8	-17	-1.5	22	1
COc1ccc(/C=C2\SC(=S)N(CCC(=O)NCCCn3ccnc3)C2=O)cc1	0	1.2	0	-2	0.6	-2.8	-0.4	9	-10
O=C(NNC1=NCCCCC1)c1cccc([N+](=O)[O-])c1	4	-0.5	-10	7	nt	-0.7	-0.9	-9	-5
N=C1SCC(=O)N1c1ncc(Cc2cccc(Cl)c2)s1	1	-0.8	0	16	-1.7	-3.5	nt	22	2
C#CC(C)(CC)NC(=O)c1cc2nc(C3CC3)cc(C(F)(F)F)n2n1 (configuration not stated)	0	-0.9	-4	0	1.9	-0.7	1.9	6	3
Cc1ccc(Cl)cc1-c1ccc(C=Nc2ccc(N3CCOCC3)cc2)o1	1	-4.0	-23	33*	nt	-1.7	-1.3	18	-12
CCN(CC)c1ccc2cc(C=O)c(=O)oc2c1	-20	3.7	2	3	-108	3.1	-0.6	17	-9
COc1cccc(C(O)c2nc(-c3cnn(C)c3)cs2)c1 (configuration not stated)	6	0.2	2	4	0.5	0.8	nt	11	7
Cc1cc(NC(=O)CSc2nnc(-c3ccc(Cl)s3)o2)no1	1	-1.2	-22	4	3.3	-2.5	1.1	14	2
COc1ccc(-n2nnnc2SCC(=O)NNC(=O)c2ccc([N+](=O)[O-])cc2)cc1	2	0.1	0	10	nt	0.6	-2.0	2	-32
COc1cccc(NC(=O)c2ccc3nc(C)sc3c2)c1	-1	-3.6	?	3	-0.4	-1.1	-0.3	-4	5
CC(C)CNC(=O)c1ccccc1NC(=O)c1ccccc1N(C)S(=O)(=O)c1ccccc1	-6	0.1	5	-5	0.9	-1.4	-0.6	-6	5
CN(C)S(=O)(=O)c1ccc(N2CCCC2)c(C(=O)NCc2ccccc2)c1	1	-0.4	-4	2	1.6	-2.5	-2.3	1	2
COc1ccc(C(C)=O)cc1CC(=O)Nc1ccc2c(c1)CCC2	-4	0.8	-20	-3	1.4	-0.6	5.1	8	8
CCOC(=O)C1(Cc2cccc(F)c2)CCN(Cc2ccc(COC)o2)CC1	-4	-0.2	0	9	0.0	-4.3	-3.6	12	22
Cc1ccc(S(=O)(=O)N2CCOCC2)cc1NC(=O)CSc1nnc2cc(C)c3ccccc3n12	0	0.0	-9	4	nt	-0.9	4.0	-16	2
Cc1cccc(C(=O)NCC(=O)OCC(=O)NC2CCCCCCC2)c1	0	-0.6	-1	8	0.2	-0.6	4.8	4	0
Clc1ccccc1Cn1nnc2c(NCCN3CCOCC3)ncnc21	1	-0.8	-3	10	-1.4	1.4	-1.0	-8	-4
COC(=O)c1ccc(C(=O)O)nc1	3	-0.9	1	4	nt	1.0	-4.4	-1	-1
O=C(CCNC(=O)c1ccccc1)Nc1cccnc1	1	-0.6	-2	-2	1.5	0.3	-2.9	14	-3
O=C(COC(=O)c1cccs1)c1ccccc1	-5	-0.4	-9	-12	-1.0	-3.9	0.7	-6	-1
CCN(CC)S(=O)(=O)c1ccc(C(=O)NNC(=O)C2COc3ccccc3O2)cc1 (configuration not stated)	-2	4.1	-5	-2	0.0	0.4	-2.4	-4	1
COc1ccc(NC(=S)N2CCN(C(=O)c3ccco3)CC2)cc1	-1	-7.1	-21	4	nt	-1.6	3.1	0	6
CC(C)(C)c1nnc2sc(SCC(=O)c3ccccc3)nn2c1=O	-2	-1.5	6	4	0.1	-0.1	-0.6	-2	6
COc1cc(Cl)c(S(=O)(=O)N2CCCC2)cc1Cl	4	0.4	2	4	nt	-2.2	0.3	-2	4

Following part:
SMILES	FBA Mtb inh	BoNT A protease	BoNT-F LC inh	GDH-TPI inh	Mtb BioA inh	FadD28 binding	Mtb UGM inh	CCHFV vOTU inh	PrPC surface inh
COc1ccc(Cl)cc1NC(=O)CN(C)C(=O)CCc1nc2ccccc2c(=O)[nH]1	-1	nt	nt	-7	0.4	-3.0	0.0	1	-2
COc1ccc(-n2c(C)nc3cc(C(=O)N4CCC5(CC4)OCCO5)ccc32)cc1	2	-0.5	-4	8	7.5	-1.1	-1.1	-2	-1
Cc1ccc(C)c(NCc2ccccc2CO)c1	0	-1.3	-5	9	nt	-0.1	-1.2	-11	-6
CC1CCN(c2ccc(C(=O)NCCc3ccccc3)cn2)CC1	7	-0.9	-1	9	-2.6	-2.0	0.0	-6	14
CCOc1cc(/C=C2/N=C(c3ccc(C(C)(C)C)cc3)OC2=O)cc(Cl)c1OS(C)(=O)=O	1	6.5	14	13	nt	-5.3	5.3	6	2
CCCc1ccc(C(=O)Cn2nc(C(=O)O)c3ccccc3c2=O)cc1	-1	-0.8	4	3	nt	-3.0	-1.6	-7	8
CNC(=O)c1cc(S(=O)(=O)N(C)C)ccc1Cl	0	0.7	0	3	-2.3	-2.2	0.4	-15	7
O=C(NCc1ccc(Cl)cc1)C1CCCN(c2ncnc3c2nc2n3CCCCC2)C1 (configuration not stated)	3	1.8	4	13	-0.7	-0.6	5.5	1	-2
CCOC(=O)c1ccc(NC(=O)c2ccc3c(c2)C(=O)N(Cc2cccnc2)C3=O)cc1	-2	2.4	3	3	-1.5	-4.8	4.3	-3	-4
CCOc1ccc(-c2noc(CCCC(=O)NC3CCCCC3)n2)cc1OC	-2	0.1	11	-8	-1.5	-4.8	-1.4	-5	0
CC1c2cc3c(cc2CCN1C(=O)c1ccc(Br)cc1)OCCCO3 (configuration not stated)	-2	2.6	-1	-3	4.7	-0.9	-2.1	-4	13
CC(C)C(Nc1ncnc2c1oc1ccccc12)C(=O)O (configuration not stated)	0	-1.3	2	-1	nt	-0.2	1.3	15	2
CSc1nc(N2CCN(C)CC2)c2c(c1C#N)CC(C)(C)OC2	1	?	?	6	nt	-0.2	2.0	-2	-9
CSc1nc2ncncc2[nH]1	-1	0.1	-13	7	-1.6	0.8	nt	2	-2
COc1ccc(CCNC(=O)c2ccc(CS(=O)Cc3ccc(C)cc3)o2)cc1OC (configuration not stated)	3	-1.5	-1	4	0.2	-3.2	5.2	6	4
CC(C)(C)NC(=O)/C(=C\c1ccc(Br)cc1)NC(=O)c1cccs1	4	-0.3	-5	-6	-1.8	-2.7	1.7	6	-3
COc1ccc(CNC(=O)CC(C)CC2=NS(=O)(=O)c3ccccc3N2)cc1 (configuration not stated)	-1	-0.5	0	-6	2.1	-3.8	0.5	1	-1
CC(CN(C)Cc1ccccc1)OC(=O)c1ccc(F)cc1 (configuration not stated)	-5	-0.1	-3	-1	nt	-3.6	0.0	7	-4

Rewritten in CSV form: six of the compounds above.
Structure,FBA Mtb inh,BoNT A protease,BoNT-F LC inh,GDH-TPI inh,Mtb BioA inh,FadD28 binding,Mtb UGM inh,CCHFV vOTU inh,PrPC surface inh
CC1c2cc3c(cc2CCN1C(=O)c1ccc(Br)cc1)OCCCO3 (configuration not stated),-2,2.6,-1,-3,4.7,-0.9,-2.1,-4,13
CC(C)C(Nc1ncnc2c1oc1ccccc12)C(=O)O (configuration not stated),0,-1.3,2,-1,nt,-0.2,1.3,15,2
CSc1nc(N2CCN(C)CC2)c2c(c1C#N)CC(C)(C)OC2,1,?,?,6,nt,-0.2,2.0,-2,-9
CSc1nc2ncncc2[nH]1,-1,0.1,-13,7,-1.6,0.8,nt,2,-2
COc1ccc(CCNC(=O)c2ccc(CS(=O)Cc3ccc(C)cc3)o2)cc1OC (configuration not stated),3,-1.5,-1,4,0.2,-3.2,5.2,6,4
CC(C)(C)NC(=O)/C(=C\c1ccc(Br)cc1)NC(=O)c1cccs1,4,-0.3,-5,-6,-1.8,-2.7,1.7,6,-3
